EBNA-1 inh: blocks EBNA-1 binding to DNA; EBNA-1 DNA binding, fluorescence polarization; inhibition, % at 14.8 µM; 300,000 tested, 0.34% active; AID 1950; in the data active means inhibition above about 28%
PAFAH1B3 FP inh: inhibitors of human PAFAH1B3. AID 492972. Q15102. 340,000 tested, 0.28% active. inhibition, % at 3.39 µM. recombinant PAFAH1B3, FP-rhodamine probe, fluorescence polarization;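 active means inhibition above the screen-wide average of all tested compounds plus 3 SD, cut at about 25% in these data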;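 further: 0% = enzyme with DMSO only and 100% = wells lacking PAFAH1B3 protein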
Target sequence (Q15102 whole entry, looked up): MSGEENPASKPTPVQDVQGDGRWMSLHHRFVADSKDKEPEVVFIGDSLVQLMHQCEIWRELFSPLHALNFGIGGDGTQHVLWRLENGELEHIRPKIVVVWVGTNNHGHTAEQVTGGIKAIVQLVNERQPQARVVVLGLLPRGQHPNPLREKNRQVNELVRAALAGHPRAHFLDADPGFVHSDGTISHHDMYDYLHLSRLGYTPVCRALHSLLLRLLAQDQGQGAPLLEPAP
PAFAH2 inh: PAFAH2 (human) inhibition; 340,000 tested, 0.99% active; inhibition, % at 3.39 µM; recombinant PAFAH2, FP-rhodamine activity probe, fluorescence polarization;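 active means inhibition above the mean over all tested compounds plus 3 SD, cut at about 30% in these data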;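 further: inhibitors block probe labeling of enzyme so polarization drops; 0% = enzyme with DMSO and 100% = wells lacking PAFAH2 protein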
LYPLA1 counter: blocks human lysophospholipase 1, a PME1 counter-screen. O75608. recombinant LYPLA1, FP-Rh probe fluorescence polarization. inhibition, % at 5.9 µM. 320,000 tested, 0.16% active. AID 2174;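 active means inhibition above the mean of all tested compounds plus 3 SD, set per campaign, cut at about 14% in these data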;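 further: inhibitors block serine hydrolase probe labeling of LYPLA1 so polarization falls; 0% = enzyme with DMSO and 100% = wells lacking LYPLA1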
PREPL inhibitor: inhibitors of human prolyl oligopeptidase-like enzyme PREPL; Q4J6C6; 320,000 tested, 0.68% active; recombinant PREPL, fluorescence polarization activity-based probe; inhibition, % at 5.96 µM; in the data active means inhibition above about 43%;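 further: 0% = enzyme with DMSO and 100% = wells lacking enzyme; many of its hits are not listed in these tables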
pPAFAH FP inh: pPAFAH (human) enzyme inhibition; recombinant pPAFAH, FP-rhodamine probe fluorescence polarization; AID 463082; Q13093; inhibition, % at 3.39 µM; 330,000 tested, 1.5% active;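 active means inhibition above the mean inhibition across the screen plus 3 SD, cut at about 25% in these data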;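 further: inhibitors block binding of the rhodamine activity-based probe so polarization drops; 0% = enzyme with DMSO and 100% = wells lacking pPAFAH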
Target sequence (Q13093 whole entry, looked up): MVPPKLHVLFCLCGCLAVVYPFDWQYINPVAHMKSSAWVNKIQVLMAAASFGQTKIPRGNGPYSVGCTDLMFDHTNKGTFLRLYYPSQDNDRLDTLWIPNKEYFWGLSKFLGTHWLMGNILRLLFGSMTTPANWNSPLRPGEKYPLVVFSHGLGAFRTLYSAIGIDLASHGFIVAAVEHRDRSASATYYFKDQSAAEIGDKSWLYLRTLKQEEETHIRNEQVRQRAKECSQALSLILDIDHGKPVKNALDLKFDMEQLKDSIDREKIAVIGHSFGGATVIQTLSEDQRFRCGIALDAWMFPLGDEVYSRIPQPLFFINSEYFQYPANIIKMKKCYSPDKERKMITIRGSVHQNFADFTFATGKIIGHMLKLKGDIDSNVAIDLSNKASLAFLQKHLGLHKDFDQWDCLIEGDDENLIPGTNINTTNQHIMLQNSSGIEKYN
PAFAH1B2 FP inh: PAFAH1B2 (human) inhibition | P68402 | recombinant PAFAH1B2, FP-rhodamine activity probe, fluorescence polarization | inhibition, % at 3.39 µM | 340,000 tested, 1.2% active;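 active means inhibition above the mean of all tested compounds plus 3 SD, cut at about 24% in these data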;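 further: 0% = enzyme with DMSO and 100% = wells lacking PAFAH1B2; many of its hits are not listed in these tables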
Target sequence (P68402 whole entry, looked up): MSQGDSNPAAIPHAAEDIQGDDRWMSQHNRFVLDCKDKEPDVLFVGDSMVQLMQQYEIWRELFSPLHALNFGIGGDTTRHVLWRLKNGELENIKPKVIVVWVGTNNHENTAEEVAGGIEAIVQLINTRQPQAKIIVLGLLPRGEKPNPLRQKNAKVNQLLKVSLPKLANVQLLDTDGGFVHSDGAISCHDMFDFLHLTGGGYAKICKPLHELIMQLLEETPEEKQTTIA
ZTA counter: counter-screen for EBNA-1 inhibitors: inhibitors of Epstein-Barr virus ZTA; AID 2234; P03206; ZTA-DNA binding, fluorescence polarization; 320,000 tested, 0.15% active; inhibition, % at 11 µM; in the data active means inhibition above about 33%
LYPLA2 inh: LYPLA2 (human) inhibition in PME1 counter-screen; O95372; AID 2177; inhibition, % at 5.9 µM; recombinant LYPLA2, FP-Rh probe fluorescence polarization; 320,000 tested, 0.38% active;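 active means inhibition above the screen-wide mean plus 3 SD, limit set per campaign, cut at about 26% in these data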;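 further: 0% = LYPLA2 with DMSO and 100% = wells lacking LYPLA2 enzyme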
The depositor's hits bear a star; . = no result given. Not all compounds are listed; count on the stated rates, not on these rows.

SMILES | EBNA-1 inh | PAFAH1B3 FP inh | PAFAH2 inh | LYPLA1 counter | PREPL inhibitor | pPAFAH FP inh | PAFAH1B2 FP inh | ZTA counter | LYPLA2 inh
N#Cc1c(/N=C/N2CCCC2)oc(-c2ccccc2)c1-c1ccccc1 | -11 | -2 | 14 | 1 | 4 | 13 | 3 | 3 | 5
Cn1c(=O)n(CC#N)c2ccccc21 | -6 | 6 | 0 | -1 | 8 | 2 | -5 | 7 | 0
CCc1cc(=O)oc2cc(C)cc(OC(=O)c3ccco3)c12 | -13 | 0 | 0 | -2 | 23 | 3 | 3 | -9 | 4
O=S(=O)(NCC1CCCO1)c1ccc(S(=O)(=O)N(Cc2ccccn2)C2CC2)cc1 (stereo unspecified) | -17 | 6 | 6 | 1 | 3 | 0 | 6 | 0 | -6
CN(C)c1ccc(CNC23CN4CN(CN(C4)C2)C3)cc1 | 3 | 10 | -5 | 4 | 4 | 0 | 0 | 5 | 3
O=S1(=O)CCN(Cc2csc(-c3cccs3)n2)CC1 | 8 | 10 | -4 | -4 | -6 | -7 | 6 | 5 | 1
O=C(NCc1nc2ccccc2[nH]1)C1=C[C@H](C2CC2)C[C@H](OCc2ccc(CO)cc2)O1 | -9 | 0 | -1 | -4 | -8 | 1 | -4 | -2 | -7
O=C(CCc1nnc(C2CCCCC2)o1)NCCCOc1cccnc1 | -5 | 3 | -5 | 0 | -7 | -3 | 1 | 0 | -9
CSc1nc2sc3c(c2c(=O)[nH]1)CCC(C)C3 (stereo unspecified) | 3 | 9 | -3 | -5 | 1 | -1 | 5 | 17 | -2
CCCSc1nnc(-c2cccc(S(=O)(=O)N(C)C)c2)n1-c1cc(OC)ccc1OC | 2 | 5 | -1 | 2 | 8 | 4 | 2 | 4 | 3
COc1ccccc1NC(=O)/C=C/C(N)=O | -1 | -1 | -3 | 2 | -2 | 1 | -1 | 10 | 5
COC(CNC(=O)c1c[nH]c2ccc(S(=O)(=O)N(C)c3ccc(F)cc3)cc2c1=O)OC | -6 | 3 | -1 | -2 | -1 | 11 | 10 | -13 | 2
COc1ccc(/C=N/S(=O)(=O)c2cccs2)cc1 | -4 | 0 | 2 | 0 | 16 | -2 | 0 | -5 | 8
CSc1cccc(NC(=O)N2CCc3ccc(NC(=O)c4ccccn4)cc3C2)c1 | -2 | 1 | -13 | -16 | -1 | 4 | -6 | -2 | -12
CO/N=C/c1cc([N+](=O)[O-])ccc1Sc1ccc(C)cc1 | 4 | 3 | -1 | -2 | 0 | 5 | 3 | -2 | 5
O=C(CN1CCN(S(=O)(=O)c2ccccc2F)CC1)Nc1ccnn1C1CCCC1 | . | 3 | 3 | -4 | 3 | -5 | 0 | -1 | 1
Oc1cccc(CN2CCCCC2)c1 | 11 | 6 | -10 | -1 | 18 | -2 | 0 | 0 | 4
CCOC(=O)c1c(CSc2ccc(C)cc2)n(C)c2cc(Br)c(O)c(CN(C)C)c12 | -1 | 12 | 8 | 2 | 19 | 6 | 17 | -5 | 1
CN(C)c1ccc(CN(C(=O)COc2ccc(F)cc2)C2CCS(=O)(=O)C2)cc1 (stereo unspecified) | 2 | 12 | 13 | -3 | 18 | 3 | 7 | 7 | -1
COCCCNC(=O)CCc1nc2cccnc2n1Cc1ccc(OC)cc1 | 4 | 1 | -3 | -3 | -1 | 3 | 3 | 2 | -7
COC(=O)COc1ccccc1C(=O)Nc1ccc(OC)cc1 | 3 | 4 | 3 | 1 | 2 | 3 | 2 | 16 | 3
C=CCC1(CC=C)CCCN1C(=O)CC1C(=O)NCCN1Cc1cccc(OC)c1 (stereo unspecified) | -2 | 4 | 0 | 1 | 9 | 2 | 3 | 6 | -3
COc1ccc(-n2c(C)nnc2SCC(=O)N2C(C)CCCC2C)cc1 (stereo unspecified) | -5 | 4 | -1 | -2 | 5 | -3 | 6 | -9 | -4
C=C[C@@H]1c2ccccc2N(S(=O)(=O)c2ccc(C)cc2)[C@H](c2ccccc2)C1(C#N)C#N | . | -17 | -3 | -16 | -2 | -3 | -5 | -1 | -41
Cc1ccc(CN(C)C(=O)COC(=O)CSc2cc(C)c3ccccc3n2)cc1 | . | 4 | -5 | -4 | 2 | 8 | 0 | 5 | -2
CN(Cc1nc(-c2ccncc2)no1)S(=O)(=O)c1ccc(Cl)cc1 | -3 | -3 | -4 | 2 | -3 | 5 | 10 | 10 | 28*
CC1CCCC(C)N1C(=O)CN1c2cccc3cccc(c23)S1(=O)=O (stereo unspecified) | . | 9 | 8 | . | 0 | 4 | 21 | . | .
O=C(Nc1cccs1)Nc1ccccc1Cl | -8 | 7 | 4 | -2 | 26 | 8 | 5 | -7 | 4
CCC1(C)Cc2nc3sc(C(=O)O)c(N)c3cc2CO1 (stereo unspecified) | -1 | 1 | -3 | -2 | 11 | 2 | -5 | -7 | -10
CS(=O)(=O)c1ccc(C(=O)N(CCc2ccccc2)Cc2ccccc2)cc1 | 16 | 8 | 2 | -1 | 3 | -5 | 7 | 9 | 3
CC(O)c1nc2c(c(=O)n(C)c(=O)n2C)n1C (stereo unspecified) | 7 | 6 | -1 | -2 | -2 | 2 | 1 | -9 | 0
CCC(=O)Nc1sc(C(=O)N2CCCCC2)c(C)c1C#N | -6 | 1 | -3 | 3 | 10 | 4 | -7 | -12 | 9
CCOCc1nnc(NC(=O)COC)s1 | 3 | 9 | -4 | 0 | 1 | 5 | 12 | 5 | 2
C/C(=N\NC(=O)c1ccc([N+](=O)[O-])cc1)c1cc2ccccc2oc1=O | -10 | 7 | 0 | -3 | 11 | 3 | -2 | 13 | 11
CC(C)Cn1c(=S)[nH]c2cc(C(=O)O)ccc2c1=O | -1 | 3 | 2 | 1 | 6 | 0 | 19 | 15 | 11
CCCN(Cc1nnc(-c2cccs2)o1)C(=O)c1cccc(S(=O)(=O)N2CCOCC2)c1 | . | 7 | 3 | 0 | 24 | -1 | 6 | -4 | -5
COC(CNC(=O)C1CCN(S(=O)(=O)c2ccc3nc4c(c(C(=O)O)c3c2)CC(C)CC4)CC1)OC (stereo unspecified) | 2 | -2 | 1 | 3 | -2 | 7 | 6 | 2 | -6
CCc1ccc2nc(SCC(=O)Nc3nnc(C)s3)c(C)cc2c1 | -4 | 2 | -8 | 1 | 0 | 8 | -12 | 7 | 6
COc1cc(S(=O)(=O)NCCN2CCOCC2)c(OC)cc1Cl | -12 | 10 | 4 | 4 | -4 | 0 | 6 | -1 | 6
CCS(=O)(=O)c1ccc(S(=O)(=O)CC)s1 | -7 | 13 | -6 | 4 | 10 | 2 | 4 | -13 | 2

Reformatted: entries from further up.
Compound	EBNA-1 inh	PAFAH1B3 FP inh	PAFAH2 inh	LYPLA1 counter	PREPL inhibitor	pPAFAH FP inh	PAFAH1B2 FP inh	ZTA counter	LYPLA2 inh
CCC(=O)Nc1sc(C(=O)N2CCCCC2)c(C)c1C#N	-6	1	-3	3	10	4	-7	-12	9
CCOCc1nnc(NC(=O)COC)s1	3	9	-4	0	1	5	12	5	2

Next entries follow.
SMILES | EBNA-1 inh | PAFAH1B3 FP inh | PAFAH2 inh | LYPLA1 counter | PREPL inhibitor | pPAFAH FP inh | PAFAH1B2 FP inh | ZTA counter | LYPLA2 inh
O=C(Cc1ccc(F)cc1)NCC1CCCO1 (stereo unspecified) | 11 | -19 | -23 | 5 | -4 | 2 | -7 | 11 | 3
CCOC(=O)c1c(NC(=O)COC(=O)CCS(=O)(=O)c2ccc(C)cc2)sc(C)c1C | -3 | 1 | -6 | -6 | 22 | 5 | 2 | -19 | -1
CCc1ccc(-c2nc(SCC(=O)NC3CCCC3)n[nH]2)cc1 | 1 | 4 | 8 | -2 | 3 | 3 | 3 | 9 | 0
CCN1C(=O)[C@H]2[C@@H](c3ccc(-c4cccc(Cl)c4)c(OC)c3)N[C@@](Cc3ccccc3)(C(=O)OC)[C@H]2C1=O | -6 | 1 | -2 | -5 | 2 | 5 | -8 | -2 | -5
COc1ccc(CNC(=O)COC(=O)c2cc3ccccc3cc2O)cc1OC | . | 3 | 3 | . | 14 | 3 | 0 | . | .
CC(=O)N1c2ccc(S(=O)(=O)N3c4ccccc4CC3C)cc2CC1C (stereo unspecified) | -1 | 2 | 11 | 5 | 14 | 13 | 5 | -13 | 9
O=C(NCC(=O)N(Cc1cccs1)C(C(=O)NC1CCCCC1)c1ccncc1)c1ccco1 (stereo unspecified) | 1 | -1 | 5 | 0 | 2 | 7 | 3 | -3 | -4
CSc1ccccc1OCc1cc(C(=O)N(C)C2CCCc3ccccc32)no1 (stereo unspecified) | -12 | -1 | -5 | 0 | -5 | 11 | 4 | -7 | -3
N#C/C(=C\c1ccc(C(=O)O)cc1)S(=O)(=O)c1cc(Br)ccc1Br | 3 | 4 | 8 | 1 | 3 | 6 | 2 | 1 | 2
Cc1ccc(S(=O)(=O)N/N=C\c2ccc([N+](=O)[O-])o2)cc1 | -14 | 5 | -3 | 5 | -4 | 3 | 1 | 4 | 3

Some of these compounds in order of length of the SMILES, falling.
SMILES | EBNA-1 inh | PAFAH1B3 FP inh | PAFAH2 inh | LYPLA1 counter | PREPL inhibitor | pPAFAH FP inh | PAFAH1B2 FP inh | ZTA counter | LYPLA2 inh
CN(C)c1ccc(CN(C(=O)COc2ccc(F)cc2)C2CCS(=O)(=O)C2)cc1 (stereo unspecified) | 2 | 12 | 13 | -3 | 18 | 3 | 7 | 7 | -1
CC1CCCC(C)N1C(=O)CN1c2cccc3cccc(c23)S1(=O)=O (stereo unspecified) | . | 9 | 8 | . | 0 | 4 | 21 | . | .
COc1ccc(-n2c(C)nnc2SCC(=O)N2C(C)CCCC2C)cc1 (stereo unspecified) | -5 | 4 | -1 | -2 | 5 | -3 | 6 | -9 | -4
O=C(CCc1nnc(C2CCCCC2)o1)NCCCOc1cccnc1 | -5 | 3 | -5 | 0 | -7 | -3 | 1 | 0 | -9

The results go on.
SMILES | EBNA-1 inh | PAFAH1B3 FP inh | PAFAH2 inh | LYPLA1 counter | PREPL inhibitor | pPAFAH FP inh | PAFAH1B2 FP inh | ZTA counter | LYPLA2 inh
Fc1ccc(Cn2nnnc2C(c2cccs2)N2CCCCCC2)cc1 (stereo unspecified) | 6 | 6 | 0 | 0 | 28 | 1 | 12 | -9 | -2
COc1ccc(NC(=O)CSc2ccc3c(c2)OCCO3)cc1S(N)(=O)=O | . | 12 | 3 | . | 12 | 1 | 10 | . | .
O=C(N1CCN(Cc2ccc3c(c2)OCO3)CC1)C(Cl)(Cl)Cl | 9 | 8 | 7 | 2 | 25 | -1 | 0 | 6 | 9
Cc1ccccc1/C=N/Nc1nc2ccccc2c(=O)n1O | -1 | 1 | 8 | 2 | 2 | -2 | 10 | 22 | 3
Cc1cccc(CSCCNC(=O)CCSc2ccccc2)c1 | 6 | -4 | 5 | 0 | -16 | 11 | 5 | 6 | 3
N#C/C(=C\c1c(N2CCCCCC2)nc2ccccn2c1=O)C(=O)NCc1ccco1 | -1 | 8 | -7 | 2 | 9 | 1 | 3 | -12 | -2
Cn1cc(/C=N/n2cnc3sc4c(c3c2=O)CCCC4)c2ccccc21 | 10 | 3 | -1 | -1 | 12 | -4 | -2 | 6 | -1
O=[N+]([O-])c1ccc(-c2c(-c3ccccc3)ncc3ccc(F)cc23)cc1 | . | -3 | -3 | -2 | 11 | 6 | 6 | -20 | 2
Cc1ccc(C(C(=O)NC2CCCCC2)N2CCC3(CC2)OCCO3)cc1 (stereo unspecified) | -4 | 5 | 10 | -2 | -6 | 2 | 8 | 2 | 2
C[C@@H]1COC(=O)[C@H](CC(=O)OC(C)(C)C)C/C=C\C[C@@H](CC(=O)NCCO)C(=O)N1 | . | -6 | 5 | . | 26 | -7 | 2 | . | .
O=C(CCCN1C(=O)CCC1=O)Nc1cccc(C(F)(F)F)c1 | -10 | 1 | 0 | -2 | -18 | 1 | 2 | -26 | 3
COc1cccc(CNC(=O)Cn2ncn3cccc3c2=O)c1OC | -5 | 0 | 3 | -3 | -9 | 5 | 2 | 14 | 0
O=C(CSc1nc2ccc(Cl)cc2[nH]1)NC1CCCC1 | -4 | 1 | 11 | -1 | 4 | 8 | 8 | -16 | 8
